Furin inh: human furin inhibitors, primary screen, biochemical, fluorescence intensity; inhibition, % at 30 µM; P09958; purified furin, fluorogenic substrate cleavage; 220,000 compounds, 0.061% hits; AID 463115, 2010; in the data active = inhibition above about 25%; also: inactives centre near -15
Target sequence (P09958 108-714 limits assumed): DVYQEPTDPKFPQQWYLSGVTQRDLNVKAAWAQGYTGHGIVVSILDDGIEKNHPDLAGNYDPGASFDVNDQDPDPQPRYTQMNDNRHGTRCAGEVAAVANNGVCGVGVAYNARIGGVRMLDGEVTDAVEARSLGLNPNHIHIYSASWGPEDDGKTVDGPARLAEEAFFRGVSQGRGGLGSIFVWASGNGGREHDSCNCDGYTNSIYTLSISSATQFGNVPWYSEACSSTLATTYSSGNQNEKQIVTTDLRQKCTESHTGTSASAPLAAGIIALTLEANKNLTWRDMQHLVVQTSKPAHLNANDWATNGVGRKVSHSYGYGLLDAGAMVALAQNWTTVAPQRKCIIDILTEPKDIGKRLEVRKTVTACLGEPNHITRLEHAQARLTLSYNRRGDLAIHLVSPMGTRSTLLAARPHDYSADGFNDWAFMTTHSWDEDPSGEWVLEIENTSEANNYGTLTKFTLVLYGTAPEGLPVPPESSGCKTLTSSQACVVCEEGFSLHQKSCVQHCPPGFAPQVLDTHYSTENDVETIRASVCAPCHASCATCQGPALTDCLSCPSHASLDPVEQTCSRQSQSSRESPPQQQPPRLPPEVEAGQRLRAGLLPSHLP
Calpain2 inh: inhibitors of pig calpain II, primary screen, biochemical, fluorogenic peptide substrate, 1536-well. purified calpain II, 30 min. inhibition, % at 16 µM. 220,000 compounds, 0.37% hits. AID 1236, 2008;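 active = inhibition above about 50%, limit read from the data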
TbHK1 inh: Trypanosoma brucei hexokinase 1 inhibitors, primary screen, biochemical, G6PDH-coupled NADH absorbance, MLSCN library; recombinant TbHK1, G6PDH-coupled NADH A340; inhibition, % at 10 µM; 220,000 compounds, 0.11% hits; AID 1430, 2008;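 active = inhibition of 50% or more in the single-dose primary screen; inactive = inhibition below 50%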
Runt-CBFb FRET: inhibitors of RUNX1 Runt–CBFb binding, primary screen, biochemical, FRET, Cerulean-Runt, Venus-CBFb, uHTS. Runt-related transcription factor 1 (Homo sapiens) + Core-binding factor subunit beta …. Cerulean-Runt/Venus-CBFb FRET ratio 530/480, 1 h. inhibition, % at 20 µM. 220,000 compounds, 0.46% hits. AID 1496, 2009;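 active = inhibition over about 50% at 20 µM in the single-dose screen, limit read from the data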;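 also: 0% = DMSO wells and 100% = excess unlabeled CBFb competitor control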
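Buffer or medium: Tris pH 7.5 buffer with BSA. Assay system: Cerulean-labeled Runt domain protein. Amount: each fluorescent fusion protein 100 nM. Read-out basis: loss of energy transfer signal. Incubation: 1 h compound exposure, room temperature. Probe or stimulus: Venus-CBFb binding partner, 100 nM. Detection: FRET, excitation 422 nm, emission at 530 and 480 nm.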
NCF1 inh: p47phox/p22phox peptide binding inhibitors, primary screen, biochemical, uHTS, NADPH oxidase regulatory subunit. 220,000 compounds, 0.53% hits. Neutrophil cytosol factor 1 (Homo sapiens), P14598. inhibition, % at 24.7 µM. fluorescence polarization, 2 h;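 active = inhibition above about 30%, limit read from the data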;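 also: 0% = p47phox with labelled peptide and 100% = labelled peptide alone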
Target sequence (P14598 whole entry, looked up): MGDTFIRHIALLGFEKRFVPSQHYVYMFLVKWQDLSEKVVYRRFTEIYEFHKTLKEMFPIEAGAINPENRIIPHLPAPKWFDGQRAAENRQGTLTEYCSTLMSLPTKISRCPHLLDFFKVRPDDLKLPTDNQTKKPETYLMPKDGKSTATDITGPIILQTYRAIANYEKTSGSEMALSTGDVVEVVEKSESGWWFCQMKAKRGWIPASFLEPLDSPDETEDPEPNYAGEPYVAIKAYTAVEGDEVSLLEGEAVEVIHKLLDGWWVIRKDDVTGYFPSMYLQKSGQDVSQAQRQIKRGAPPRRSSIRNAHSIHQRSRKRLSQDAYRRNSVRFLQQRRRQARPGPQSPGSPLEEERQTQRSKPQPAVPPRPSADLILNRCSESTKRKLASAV
RBBP9 inhibitor: human RBBP9 inhibitors, primary screen, biochemical, fluorescence polarization, FP-Rh probe, HTS | Serine hydrolase RBBP9 (Homo sapiens), O75884 | recombinant RBBP9 | inhibition, % at 7.94 µM | 220,000 compounds, 0.2% hits | AID 1515, 2009;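 active = inhibition above the campaign mean of all tested compounds plus 3 SD, cut at about 14% in these data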;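 also: plate controls were DMSO wells with RBBP9 for no effect and wells lacking RBBP9 protein for full effect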
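System: RBBP9 protein | Quantity: 2.5 µM RBBP9 dispensing solution, before mixing | Reagent: FP-Rh probe, 375 nM dispensing solution | Timing: Enzyme-compound preincubation 30 min, then probe labeling 45 min, 25 °C | Measured by: Fluorescence polarization | Read-out: % inhibition | Replication: One well per compound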
p97 inhibitor: inhibitors of human p97 ATPase, primary screen, biochemical. Transitional endoplasmic reticulum ATPase (Homo sapiens), P55072. recombinant p97 ATPase, Kinase-Glo ATP luminescence, 3 h. inhibition, % at 8 µM. 220,000 compounds, 0.42% hits. AID 1481, 2009; in the data active = inhibition above about 15%;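 also: 0% = DMSO vehicle and 100% = wells lacking enzyme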
Runt-SMMHC FRET: inhibitors of RUNX1 Runt–CBFb-SMMHC binding, primary screen, biochemical, FRET, Cerulean-Runt, Venus-CBFb-SMMHC, uHTS | Runt-related transcription factor 1 (Homo sapiens) + Core-binding factor subunit beta … | Cerulean-Runt/Venus-CBFb-SMMHC FRET ratio 530/480, 1 h | inhibition, % at 20 µM | 220,000 compounds, 0.74% hits;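 active = mean inhibition across duplicate retests at 20 µM reaching about 50%, limit read from the data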;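 also: 0% = DMSO wells and 100% = wells with excess untagged CBFb-SMMHC; inhibitors lower the FRET ratio by blocking Runt binding to CBFb-SMMHC; some results filed as inactive read as strong as hits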
EBV gp42 inh: Epstein-Barr virus gp42 inhibitors, primary screen, biochemical, uHTS, fluorescence polarization; Glycoprotein 42 (Epstein-Barr virus (strain AG876)), Q1HVG2; Fluorescence polarization binding assay, mP read-out; inhibition, % (tested at 21.74 µM); 220,000 compounds, 0.42% hits; AID 1085, 2008; in the data active = inhibition above about 50%
Active calls of the source: *; . = not tested or not shown; [ ] = dose if it differs, or a comment.

Sample of the layout (16 entries):
No.	Furin inh	Calpain2 inh	TbHK1 inh	Runt-CBFb FRET	NCF1 inh	RBBP9 inhibitor	p97 inhibitor	Runt-SMMHC FRET	EBV gp42 inh	smiles
1	-21	-6	5	-2	2	-5	3	-4	6	Cc1csc(-c2cccnc2)n1
2	-13[20 µM]	-14	0	-3	1	1	2	4	-3	Cc1nnc(NC(=O)CCC(=O)NCc2cccs2)s1
3	-20	-3	7	1	0	0	-1	-2	-7	CCN(CC)CC#CCC(O)(c1ccccc1)c1ccc(Br)cc1 (stereo not drawn)
4	-27	-7	-4	-1	-4	-3	3	1	-15	O=C(Cn1cnc([N+](=O)[O-])c1)NC1CCCC1
5	-18[20 µM]	-15	6	-1	-8	2	1	1	-13	OCCN(Cc1ccccc1)CC1CC2C=CC1C2 (stereo not drawn)
6	-3	-1	-13	0	-9	5	4	1	7	Cc1csc(NC(=O)c2ccc(C)c([N+](=O)[O-])c2)n1
7	-25	-8	10	0	-2	2	4	1	-4	CC(C)Nc1nc2cccnc2s1
8	-29	1	7	-2	-14	0	3	2	-4	COc1ccccc1C(=O)NCc1ccncc1
9	-21	-7	-21	0	8	-7	0	-1	4	CN(CCCn1c(=S)[nH]c2ncccc2c1=O)Cc1ccccc1
10	-27	-10	-5	0	-10	-3	-3	-2	0	CSc1nc(-c2ccc(C)cc2)nc(N)c1C#N
11	-4	7	2	0	-1	-5	-2	3	-4	O=C(CCNC(=O)Cn1ccc2ccccc2c1=O)NCCCN1CCOCC1
12	-10	-38	2	14	-3	-2	5	-2	-10	Cc1c(Cl)cccc1NC(=S)Nn1cnnc1
13	-16	13	6	0	-3	-2	4	0	-10	O=C(CN1CCOCC1)Nc1c2c(nc3c1CCC3)CCC2
14	3	-18	-3	2	13	-6	2	-5	-5	CC(=O)Nc1ccc(OC(=O)c2cc3cc(Br)ccc3oc2=O)cc1
15	-20[20 µM]	-20	2	1	-8	8	0	0	-10	CCOC(=O)C1CCN(C(=O)Nc2ccc3oc(C)nc3c2)CC1
16	-23	-6	-7	1	6	-4	-1	-1	3	COc1ccccc1CN1C(=O)c2ccccc2C1C(=O)NC1CCC(C)CC1 (stereo not drawn)

Results, from the first entry:
No.	Furin inh	Calpain2 inh	TbHK1 inh	Runt-CBFb FRET	NCF1 inh	RBBP9 inhibitor	p97 inhibitor	Runt-SMMHC FRET	EBV gp42 inh	smiles
1	-21	-6	5	-2	2	-5	3	-4	6	Cc1csc(-c2cccnc2)n1
2	-13[20 µM]	-14	0	-3	1	1	2	4	-3	Cc1nnc(NC(=O)CCC(=O)NCc2cccs2)s1
3	-20	-3	7	1	0	0	-1	-2	-7	CCN(CC)CC#CCC(O)(c1ccccc1)c1ccc(Br)cc1 (stereo not drawn)
4	-27	-7	-4	-1	-4	-3	3	1	-15	O=C(Cn1cnc([N+](=O)[O-])c1)NC1CCCC1
5	-18[20 µM]	-15	6	-1	-8	2	1	1	-13	OCCN(Cc1ccccc1)CC1CC2C=CC1C2 (stereo not drawn)
6	-3	-1	-13	0	-9	5	4	1	7	Cc1csc(NC(=O)c2ccc(C)c([N+](=O)[O-])c2)n1
7	-25	-8	10	0	-2	2	4	1	-4	CC(C)Nc1nc2cccnc2s1
8	-29	1	7	-2	-14	0	3	2	-4	COc1ccccc1C(=O)NCc1ccncc1
9	-21	-7	-21	0	8	-7	0	-1	4	CN(CCCn1c(=S)[nH]c2ncccc2c1=O)Cc1ccccc1
10	-27	-10	-5	0	-10	-3	-3	-2	0	CSc1nc(-c2ccc(C)cc2)nc(N)c1C#N
11	-4	7	2	0	-1	-5	-2	3	-4	O=C(CCNC(=O)Cn1ccc2ccccc2c1=O)NCCCN1CCOCC1
12	-10	-38	2	14	-3	-2	5	-2	-10	Cc1c(Cl)cccc1NC(=S)Nn1cnnc1
13	-16	13	6	0	-3	-2	4	0	-10	O=C(CN1CCOCC1)Nc1c2c(nc3c1CCC3)CCC2
14	3	-18	-3	2	13	-6	2	-5	-5	CC(=O)Nc1ccc(OC(=O)c2cc3cc(Br)ccc3oc2=O)cc1
15	-20[20 µM]	-20	2	1	-8	8	0	0	-10	CCOC(=O)C1CCN(C(=O)Nc2ccc3oc(C)nc3c2)CC1
16	-23	-6	-7	1	6	-4	-1	-1	3	COc1ccccc1CN1C(=O)c2ccccc2C1C(=O)NC1CCC(C)CC1 (stereo not drawn)
17	-19	-4	-9	-2	4	2	5	-2	-12	Cc1cc(NC(=O)CCSc2ccccc2)no1
18	-19	-46	-4	31	-10	4	4	5	-5	CCOCc1[nH]c(=S)[nH]c(=O)c1Cc1ccc(OC(C)C)cc1
19	-17	8	-8	1	-6	-4	1	4	16	O=C(CSCc1ccccc1Br)NC1CC1
20	-21	-21	-5	-4	0	-1	1	8	-26	CCN(CC(=O)Nc1ccc(C(C)=O)cc1)CC(=O)Nc1ccccc1C(F)(F)F
21	-10	-47	-19	5	-18	-8	2	-4	0	CCOc1ccc(/C=C/C(=O)c2cc(Br)ccc(=O)c2O)cc1
22	-9	-17	46	0	-6	-3	5	-1	-10	O=C(CCSc1nnc(-c2ccco2)o1)Nc1ccccc1
23	-12[20 µM]	3	5	18	-52	-7	1	25	-21	Cc1cc(C)c(S(=O)(=O)Nc2ccc3c4c(cccc24)CC3)c(C)c1
24	-3	32	2	1	-13	-2	1	-1	3	CC(C)OCC(O)Cn1c(N2CCCC2)nc2c1c(=O)[nH]c(=O)n2C (stereo not drawn)
25	0	25	-12	8	-4	-3	-3	-1	-10	O=C(c1ccc(F)cc1)N1CCN(c2ccc([N+](=O)[O-])cc2-n2cccc2)CC1
26	-17	9	6	-1	9	-6	2	5	-16	CCOC(=O)C1CCCN(Cc2ccccc2C)C1 (stereo not drawn)
27	-19	4	-4	-2	-9	-1	2	-2	-17	Cc1ccc(N(CC(=O)NC(C)(C)C)C(=O)CNC(=O)c2cccs2)cc1
28	-7	-17	-4	-1	-17	3	1	-1	1	COC(=O)Cc1ccc(NC(=S)NCCCN2CCOCC2)cc1
29	-27	-11	0	1	-5	4	3	2	-6	CCOCCCNC(=O)NC(=O)CN1CCN(S(=O)(=O)c2ccc3c(c2)OCCO3)CC1
30	-8	-10	32	-2	-8	-4	0	0	3	CCCNS(=O)(=O)c1ccc(CCC(=O)N2CCN(c3ccc(F)cc3)CC2)cc1
31	-8[20 µM]	24	1	0	-7	1	2	0	-3	CC(=O)c1ccc(NC(=O)Nc2ccccc2)cc1
32	-22	11	1	0	-5	13	3	2	-7	CCOC(=O)c1cccc(NC(=O)CCc2ccccc2)c1
33	-23	-55	-31	-4	-37	-8	10	-2	-12	O=C(COC(=O)/C=C/c1cn(-c2ccccc2)nc1-c1ccc2c(c1)OCCO2)NC1CCS(=O)(=O)C1 (stereo not drawn)
34	-19	-20	3	0	-8	-8	3	4	-6	CCn1c(SCc2cccc(C(=O)O)c2)nnc1-c1ccccc1
35	-17	7	8	1	-6	-9	2	3	2	Cc1cccc(CN2CCN(C(c3ccccc3)c3ccc(Cl)cc3)CC2)c1 (stereo not drawn)
36	-22	8	-6	0	-4	-5	5	3	-14	O=C(c1ccc(N2CCN(CCO)CC2)nc1)N1CCOCC1
37	-12	-14	-8	-3	-9	0	1	-3	-8	COc1ccc(CN2CCN(C(=O)c3ccc(-c4ccccc4)cc3)CC2)c(OC)c1OC
38	-12	12	-3	1	3	-1	3	-3	-12	CC1(C)CN(c2cccc(Br)c2)C1=O
39	-19[20 µM]	-11	1	2	-19	-7	-4	5	-14	Cc1csc(NC(=O)CCCSc2nc3ccccc3s2)n1
40	-30	-14	-7	0	-4	-6	0	1	-1	Cc1sc(NC(=O)CSc2nnnn2C)c(C#N)c1C
41	-24[20 µM]	-14	5	-2	-7	1	-1	-2	-13	COC(=O)c1ccccc1N1C(=O)[C@@H]2C(c3ccc(Br)cc3)=NO[C@@H]2C1=O
42	-19	-33	-23	-3	-2	1	7	-3	-14	NC(=O)CN1C(=O)C(O)(CC(=O)/C=C\c2ccc3c(c2)OCO3)c2ccccc21 (stereo not drawn)
43	-20	-5	-3	-2	5	-12	4	1	-12	CC(NC(=O)CN(C)S(=O)(=O)c1cnc[nH]1)c1ccccc1 (stereo not drawn)
44	-16[20 µM]	-21	-1	11	-5	-1	-2	4	-13	Oc1ccc(-c2nc(=S)[nH][nH]2)cc1
45	-11	26	3	-4	-3	1	-6	-19	1	Cc1ccc(NC2c3ncccc3C(=O)N2Cc2cccs2)cc1 (stereo not drawn)
46	-15[20 µM]	-17	2	2	-12	-9	-2	4	-17	Cc1[nH]n(-c2ccccc2)c(=O)c1Sc1ccc(Cl)cc1
47	-27	34	11	.	-2	-9	-6	.	-2	CC1CCc2c(nc3ncnn3c2NCCc2ccccc2F)C1 (stereo not drawn)
48	-11[20 µM]	27	6	-2	-13	0	5	-2	-10	Cc1cccc(C(=O)O/N=C/c2c(Cl)n(C)c3ccccc23)c1
49	-8	1	3	-1	-5	-9	-9	0	-17	COc1cc(C(O)P(=O)(OCC(C)C)OCC(C)C)cc(OC)c1OC (stereo not drawn)
50	-21	7	-12	-1	-6	0	-1	3	2	Cc1ccc(-c2csc3ncnc(-n4nc(C)cc4N)c23)cc1
51	-6	11	-1	-3	6	-6	0	-1	-16	Cn1c(=O)c2cc(S(=O)(=O)NCCC(=O)NCCc3ccc(Cl)cc3)ccc2n(C)c1=O
52	-5[20 µM]	-29	-8	-1	-10	1	0	-2	-13	CC(NC(=O)c1cccnc1)C(c1ccccc1)N1CCN(C)CC1 (stereo not drawn)
53	-32	5	1	2	2	0	1	3	-21	COC(CC(=O)NNC(=S)Nc1ccc(Cl)cc1)OC
54	-6[20 µM]	35	2	0	11	-6	-1	0	21	CCOc1ccc(NS(=O)(=O)c2ccc(NC(=S)NC(=O)C(C)C)cc2)cc1
55	-4[20 µM]	37	3	0	1	-9	-7	-2	6	COc1ccc(OC(=O)c2cnn(-c3ccccc3)c2C)cc1
